Screens as filed in PubChem.
PKA-R2B activ – activates the human PKA-R2B holoenzyme complex. PKA-R2B holoenzyme dissociation, Cy5-IP20 fluorescence polarization; R2B truncated from residue 108, S112A mutant; 0% DMSO only, 100% 113 µM cGMP. 340,000 tested, 0.079% active. P22694+P31323. AID 504700. activation, % at 11.4 µM;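 active = activation above a cutoff set at the mean over all compounds plus 3 SD, cut at about 18% in these data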;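 also: higher means more holoenzyme dissociation and a rise in polarization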
Target sequence (P31323 whole entry, looked up, other chains not shown, the tested form may be a part): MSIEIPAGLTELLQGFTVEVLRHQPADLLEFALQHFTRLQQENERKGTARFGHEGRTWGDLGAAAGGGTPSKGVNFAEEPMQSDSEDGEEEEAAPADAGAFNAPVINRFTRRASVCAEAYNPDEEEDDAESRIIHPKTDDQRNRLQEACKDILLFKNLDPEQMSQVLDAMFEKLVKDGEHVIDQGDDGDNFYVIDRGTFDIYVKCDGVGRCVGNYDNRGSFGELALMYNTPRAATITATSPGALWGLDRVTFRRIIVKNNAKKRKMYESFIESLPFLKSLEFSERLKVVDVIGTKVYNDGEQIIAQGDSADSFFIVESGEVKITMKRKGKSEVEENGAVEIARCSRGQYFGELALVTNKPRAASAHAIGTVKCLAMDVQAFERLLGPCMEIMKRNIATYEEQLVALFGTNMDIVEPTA
MITF TRPM1 HTS – activators of MITF-driven TRPM1 promoter activity in SK-MEL-5 cells; SK-MEL-5 TRPM1-promoter luciferase, 24 h; % of positive control, neutral wells = 0; activation, % at 12.5 µM; 300,000 tested, 0.75% active; AID 588334;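 active = mean activation of at least 80% with every replicate also reaching 80%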;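 also: 0% = neutral control wells and 100% = parthenolide positive control wells; values of inactives mirror those of a sister screen read the other way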
SR-BI DiI-HDL act – SR-BI HDL lipid transfer activation; CHO ldlA[mSR-BI] cells, DiI-HDL uptake fluorescence, 3 h; 100 = double the neutral-control signal; activation, % at 12.5 µM; 320,000 tested, 0.096% active; AID 504775;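 active = mean replicate activation of at least 60% and every replicate at or above 60%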;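 also: 0% = median plate neutral-control signal and 100% = twice that signal; values of inactives mirror those of a sister screen read the other way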
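Material: SR-BI-overexpressing, LDLR-lacking CHO cells | Dosing: Single compound concentration, delivered by pin transfer | Probe or stimulus: Labelled HDL, 10 µg/mL | Signal: Bottom-read cell fluorescence after medium removal, ex 550/em 595 nm | Schedule: 3 h, 37 °C | Evaluation: HDL uptake via cellular fluorescence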
Mot1-301 SUMO – inhibitors of SUMOylation pathway: yeast Mot1-301 growth rescue. AID 2716. growth rescue, % at 18.8 µM. 320,000 tested, 1% active. S. cerevisiae Mot1-301 growth rescue, ATP luminescence, 38.5C; percent above DMSO median, 100 means doubled;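 active = every valid replicate shows activation above 250% relative to neutral control wells; inactive = the rest, any valid replicate at or below 250%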;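 also: OY570 slx delta 5 strain wells were the positive control but not used for scaling; some compounds called inactive have numbers as strong as hits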
CDK5 p35 inh – CDK5/p35 (human) kinase inhibition; 330,000 tested, 0.01% active; inhibition, % at 10 µM; Recombinant CDK5/p35, ADP-Glo luminescence, 60 min; Q00535+Q15078;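 active = highest replicate inhibition of at least 50% and at least 75% of replicates reaching 50%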;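 also: plate controls were DMSO neutral control for no effect and GW8510 at 10 µM for full effect; many of its hits are not listed in these tables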
SR-BI DiI inh – inhibitors of mouse SR-BI mediated HDL lipid uptake; ldlA[mSR-BI] CHO cells, DiI-HDL uptake fluorescence, 3 h; Q61009; inhibition, % at 12.5 µM; AID 488896; 320,000 tested, 0.96% active;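 active = mean replicate inhibition of at least 70% and a set share of replicates each scoring 70 or more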;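 also: 0% = median of neutral control wells and 100% = median of positive control wells; values of inactives mirror those of a sister screen read the other way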
Arrestin-AP2 inh – inhibitors of human beta-arrestin and AP2 interaction; inhibition, % at 10 µM; FITC-arrestin peptide / GST-AP2 beads, flow cytometry; AP2 beta2 appendage carries R879A mutation; 340,000 tested, 0.31% active;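 active = inhibition above a set limit, near 3 SD of compounds lacking own fluorescence, cut at about 54% in these data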;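 also: plate controls were DMSO wells for no effect and 5 µM unlabelled arrestin peptide for full effect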
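system = GST-tagged AP2 beta2-adaptin appendage (R879A) on 4 µm glutathione beads | reagent = FITC-labelled arrestin peptide probe, 50 nM final | schedule = compound with beads 12 min RT, then probe 1 h RT | signal = HyperCyt-sampled flow cytometry, FL1 channel, ex 488/em 535 nm | read-out = percent response from loss of bead-bound FITC fluorescence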
NSD2 HMT inh – inhibitors of human histone methyltransferase NSD2. NSD2 peptide methylation, AlphaScreen, 120 min. 310,000 tested, 0.54% active. inhibition, % at 12.5 µM. O96028; in the data active = inhibition above about 50%
dFosB activator – enhances mouse delta FosB homodimer DNA binding; purified delta FosB, TAMRA-CDK5 oligo fluorescence polarization; percent of positive-control signal above neutral wells; P13346; activation, % at 25 µM; 340,000 tested, 0.99% active;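 active = mean activation above about 17%, with every replicate also reaching it, limit read from the data, passing the limit was not always enough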;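 also: fluorescence polarization rise as delta FosB binds a TAMRA Cdk5 AP-1 oligo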
Target sequence (P13346 whole entry, looked up): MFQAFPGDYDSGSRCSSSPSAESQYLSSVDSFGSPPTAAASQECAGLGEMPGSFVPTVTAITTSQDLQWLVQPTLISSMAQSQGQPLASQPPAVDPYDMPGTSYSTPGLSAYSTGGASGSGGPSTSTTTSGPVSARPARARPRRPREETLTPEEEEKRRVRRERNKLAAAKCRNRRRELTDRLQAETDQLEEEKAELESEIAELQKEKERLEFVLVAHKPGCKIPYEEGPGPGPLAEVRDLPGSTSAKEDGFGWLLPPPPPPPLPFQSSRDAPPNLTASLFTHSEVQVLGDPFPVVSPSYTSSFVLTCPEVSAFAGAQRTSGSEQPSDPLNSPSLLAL
PKA-R1A activ – PKA-R1A complex activation; P00514+P68181; PKA-R1A dissociation, Cy5-IP20 fluorescence polarization; scaled: DMSO 0%, 113 µM cGMP 100%; activation, % at 11.4 µM; 340,000 tested, 0.083% active; AID 504707;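 active = percent activation above the mean of all tested compounds plus 3 SD, cut at about 19% in these data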;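 also: higher means more PKAc released from R1A so a rise in polarization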
DSG3 Ab inh – inhibitors of pemphigus antibody binding to human desmoglein-3. 310,000 tested, 0.48% active. binding (percent of control), % at 10 µM. DSG3-coupled beads, scFv-anti-DSG3-GFP binding, flow cytometry; hits give low values. AID 588358. P32926;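 active = binding more than 3 SD below its plate's average and above zero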;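 also: hits lower antibody fragment binding to DSG3; some compounds called inactive have numbers as strong as hits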
An asterisk follows results filed as active; nt = no result given.

SMILES | PKA-R2B activ | MITF TRPM1 HTS | SR-BI DiI-HDL act | Mot1-301 SUMO | CDK5 p35 inh | SR-BI DiI inh | Arrestin-AP2 inh | NSD2 HMT inh | dFosB activator | PKA-R1A activ | DSG3 Ab inh
O=S(=O)(Nc1ccccn1)c1ccc(Cl)c2ccccc12 | 4 | 3 | 19 | 128 | 1.4 | -19 | 43 | -1 | 1 | -2 | 84
O=c1c2c3c(sc2nc2n1CCC2)CCC3 | -6 | 12 | 35 | 201 | -0.1 | -35 | -11 | 0 | -4 | -5 | 103
O=C(O)CCCNS(=O)(=O)c1ccccc1 | 7 | -3 | -5 | 176 | 0.0 | 5 | 1 | -2 | 2 | 0 | 99
CCOC(=O)C1CCN(c2c(NCCN3CCCCC3C)c(=O)c2=O)CC1 (configuration not stated) | 8 | nt | -1 | -1 | -0.4 | 1 | -4 | nt | -3 | -13 | 106
Cc1ccccc1C(=O)O/N=C(\N)c1ccc([N+](=O)[O-])cc1 | -13 | nt | 8 | -5 | -1.1 | -8 | 0 | 4 | -4 | -1 | 118
CC(C)C(NC(=O)C(NC(=O)C1O[C@@H]2OC(C)(C)O[C@@H]2[C@H]2OC(C)(C)O[C@@H]12)C(C)C)C(=O)O (some centres not stated) | -4 | 7 | -12 | 11 | -0.5 | 12 | 2 | -2 | -8 | -16 | 102
COc1ccc(CNC(=O)CN2CCN(c3ccccc3O)CC2)cc1OC | -15 | -6 | -5 | 4 | 1.5 | 5 | -17 | 0 | -1 | 1 | 101
CC(=O)OCCc1c2ccccc2c(CCCN(C)C)c2ccccc12 | -3 | 2 | 7 | 2 | 3.1 | -7 | -4 | 0 | -15 | 3 | 118
COc1cc2c3c(c1)/C(=C1/SC(=S)NC1=O)C(=O)N3C(C)(C)C=C2C | -7 | -11 | 3 | 4 | 0.9 | -3 | -1 | 16 | -2 | -8 | 102
CCOC(=O)N1CCN(Cc2nc3cc(NC(=O)CC)ccc3n2CC)CC1 | 9 | nt | 1 | 6 | -0.7 | -1 | -2 | -1 | 2 | -5 | 99
CN(C)c1nc(N/N=C/c2ccccc2O)nc(Nc2ccc(F)cc2)n1 | -11 | -15 | -37 | 13 | 0.5 | 37 | 1 | -2 | 60* | -9 | 94
O=C(COC(=O)CSc1ccc2ccccc2c1)NCc1ccc2c(c1)OCO2 | -4 | -8 | 8 | 17 | -0.6 | -8 | -1 | 1 | -3 | 7 | nt

Part of the list above in a different format:
smiles,PKA-R2B activ,MITF TRPM1 HTS,SR-BI DiI-HDL act,Mot1-301 SUMO,CDK5 p35 inh,SR-BI DiI inh,Arrestin-AP2 inh,NSD2 HMT inh,dFosB activator,PKA-R1A activ,DSG3 Ab inh
Cc1ccccc1C(=O)O/N=C(\N)c1ccc([N+](=O)[O-])cc1,-13,nt,8,-5,-1.1,-8,0,4,-4,-1,118
CC(C)C(NC(=O)C(NC(=O)C1O[C@@H]2OC(C)(C)O[C@@H]2[C@H]2OC(C)(C)O[C@@H]12)C(C)C)C(=O)O (some centres not stated),-4,7,-12,11,-0.5,12,2,-2,-8,-16,102
COc1ccc(CNC(=O)CN2CCN(c3ccccc3O)CC2)cc1OC,-15,-6,-5,4,1.5,5,-17,0,-1,1,101
CC(=O)OCCc1c2ccccc2c(CCCN(C)C)c2ccccc12,-3,2,7,2,3.1,-7,-4,0,-15,3,118
COc1cc2c3c(c1)/C(=C1/SC(=S)NC1=O)C(=O)N3C(C)(C)C=C2C,-7,-11,3,4,0.9,-3,-1,16,-2,-8,102
CCOC(=O)N1CCN(Cc2nc3cc(NC(=O)CC)ccc3n2CC)CC1,9,nt,1,6,-0.7,-1,-2,-1,2,-5,99
CN(C)c1nc(N/N=C/c2ccccc2O)nc(Nc2ccc(F)cc2)n1,-11,-15,-37,13,0.5,37,1,-2,60*,-9,94

New compounds follow
SMILES | PKA-R2B activ | MITF TRPM1 HTS | SR-BI DiI-HDL act | Mot1-301 SUMO | CDK5 p35 inh | SR-BI DiI inh | Arrestin-AP2 inh | NSD2 HMT inh | dFosB activator | PKA-R1A activ | DSG3 Ab inh
Cc1csc(N(C(=O)c2ccccc2F)c2ccccc2)n1 | -11 | 6 | -8 | -2 | -0.5 | 8 | -9 | -3 | -10 | -18 | 106
COc1ccc(C)cc1Nc1n[n+](-c2ccccc2)c(-c2ccc(N(C)C)cc2)s1 | -6 | -26 | -73 | -15 | -0.2 | 73* | 22 | nt | 3 | -2 | 180
COc1ccc(CNc2ccc(S(N)(=O)=O)cc2)c(OC)c1OC | -4 | 0 | -33 | -7 | -2.0 | 33 | 5 | -1 | 1 | 5 | 107
CC(C)NS(=O)(=O)c1ccc(CCC(=O)O)cc1 | 4 | nt | -12 | -8 | -3.0 | 12 | 10 | 2 | -5 | 5 | 101
CN1CCN(C(=O)c2ccc(N(Cc3ccc(Cl)cc3)S(C)(=O)=O)cc2)CC1 | 0 | -8 | -16 | 17 | -7.4 | 16 | 6 | 0 | -7 | -2 | 101
COc1ccc(-c2nn(-c3ccccc3)cc2/C=C\C(=O)N2CCOCC2)cc1[N+](=O)[O-] | -5 | 11 | 0 | 533 | -2.5 | 0 | 0 | 7 | -3 | 9 | 103
COc1ccccc1CN(C(=O)CNC(=O)c1ccco1)C(C(=O)NCC1CCCO1)c1ccccc1 (configuration not stated) | 0 | nt | nt | 14 | -1.4 | nt | 17 | 0 | -9 | 5 | 105
COc1ccc2[nH]c3c(c2c1)CCN1C(=O)C(CC(=O)NCc2cccc(C(F)(F)F)c2)C[C@H](C(=O)N2CCCCC2)[C@@]31CCc1ccccc1 (some centres not stated) | -3 | -35 | 17 | nt | 0.8 | -17 | 11 | nt | -10 | -1 | 104
O=C(N/N=C/c1ccco1)c1ccccc1OCc1ccc(Br)cc1 | 7 | 15 | -9 | -8 | -1.8 | 9 | 12 | 2 | -4 | 6 | 85
CCCn1c(N)c(C(=O)CSc2nc3ccccc3n2CCC#N)c(=O)n(C)c1=O | -6 | -14 | 22 | 482 | 0.7 | -22 | -4 | -58 | 4 | -11 | 95
Cc1ccccc1C(=O)N/N=C/c1ccccn1 | -6 | 19 | 25 | -15 | -0.5 | -25 | -6 | -16 | -9 | -6 | 82
O=C(CN1CCOCC1)NNc1nc(-c2ccccc2)c2cc(Br)ccc2n1 | 7 | -19 | -1 | 1 | 0.9 | 1 | 7 | 4 | -12 | 3 | 108
COc1cc(NC(=O)c2ccnnc2)cc(C(=O)Nc2cccc(C(F)(F)F)c2)c1 | -4 | -1 | -28 | -21 | -0.1 | 28 | 3 | nt | -15 | -11 | 101
COc1ccccc1N1CCN(C(=O)c2ccc3c(Cl)c4c(nc3c2)CCCC4)CC1 | 3 | nt | -21 | 2 | -3.8 | 21 | 4 | nt | -10 | 7 | 117
COc1ccc(N(CC(=O)NN=C2CCCC2)S(=O)(=O)c2ccccc2)cc1 | 3 | 2 | 14 | -25 | -0.6 | -14 | 4 | -1 | -7 | -3 | 100
Cc1[nH]c2ccccc2c1/C=C/c1nc2ccccc2c(=O)n1-c1ccc([N+](=O)[O-])cc1 | -4 | -9 | -5 | -3 | -2.7 | 5 | -5 | -2 | 1 | -10 | 104
CCn1cc(C(=O)NCCCN2CCCC2)c(=O)c2cc(S(=O)(=O)N3CCc4ccccc4C3)ccc21 | 2 | 11 | 6 | -12 | 0.0 | -6 | -1 | 6 | 0 | 3 | 106
COc1ccc(NS(=O)(=O)c2cccs2)cn1 | 7 | -4 | 4 | nt | -0.9 | -4 | 19 | -3 | -11 | 1 | 99
CCOc1cc(/C=N/NC(=O)c2ccccn2)ccc1OC(=O)c1cccs1 | 3 | 15 | -25 | -11 | 0.5 | 25 | 40 | -1 | -14 | -3 | 106
COc1ccc(N(CC(=O)Nc2ccccc2OC)S(=O)(=O)c2ccc(OC)c(OC)c2)cc1 | -7 | nt | 8 | 186 | 0.7 | -8 | 31 | -1 | 0 | -3 | 101
CCOC(=O)N1CCN(C(=O)CSc2nnc3[nH]c(=O)c(C)c(C)n23)CC1 | -5 | -2 | 5 | 4 | 1.3 | -5 | 20 | -1 | -1 | 1 | 100
O=C(c1ccccc1F)N1CCN(S(=O)(=O)c2ccc3c(c2)OCCO3)CC1 | -5 | 1 | 15 | -23 | -2.6 | -15 | 0 | nt | -6 | -7 | 115
Cc1cc(C)cc(NS(=O)(=O)c2cc(C(=O)NCc3ccccn3)ccc2Cl)c1 | -3 | -1 | -2 | 0 | 0.3 | 2 | -1 | -1 | -6 | -2 | 112
CCN(CC)CCOC(=O)c1ccc(NC(=O)CCCN2C(=O)/C(=C\c3cccs3)SC2=S)cc1 | -3 | -5 | nt | 2 | -1.6 | 43 | 28 | nt | 3 | -9 | 121
NS(=O)(=O)c1cc(C(=O)OCC(=O)Nc2ccc(Cl)cc2[N+](=O)[O-])ccc1Cl | -15 | 1 | -9 | 13 | 0.5 | 9 | 1 | -4 | -6 | -9 | 99
Cc1nnc(NC(=O)c2ccc3c(c2)NC(=O)CS3)s1 | -5 | 14 | 8 | 18 | 0.9 | -8 | -8 | nt | -6 | 0 | nt
COc1cccc(NC(=O)CCc2nnc3ccc(NCc4ccco4)nn23)c1 | 0 | -3 | -11 | 3 | -0.2 | 11 | 31 | 2 | -11 | 7 | nt
C=CC[C@@]12C=C(OC)C(=O)C(OC)=C1O[C@H](c1ccc3c(c1)OCO3)[C@H]2C | 3 | 2 | 2 | -2 | -1.9 | -2 | 11 | nt | 0 | -6 | 103
N#CC(c1ccc(O)cc1)c1ncc(C(F)(F)F)cc1Cl (configuration not stated) | -9 | -3 | 3 | -12 | -0.8 | -3 | -12 | -2 | -6 | 6 | 102
